Pf apPOL block – Pf-apPOL DNA polymerase inhibition; Recombinant Pf-apPOL, molecular beacon fluorescence, 1.5 h; inhibition, % at 10 µM; hit rate 0.25% among 210,000; AID 1794808
mHTT-CaM PPI inh – disrupts binding of mutant huntingtin to calmodulin; P42858; AlphaScreen His-mHTT/GST-CaM binding, luminescence; inhibition, % at 15 µM; hit rate 3.6% among 190,000;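 also: 0% = both proteins with DMSO and 100% = one protein alone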
Active calls of the source: *; i = inactive; x = not tested or not shown; & = joins results of further samples. Rule as the data show it: active = inhibition above about 50%; inactive = the rest.

Sample of the layout, five compounds:
SMILES | Pf apPOL block | mHTT-CaM PPI inh
O=S(=O)(c1ccc2oc3ccc(S(=O)(=O)N4CCCC4)cc3c2c1)N1CCCC1 | -2.6 | -5.0
Cc1ccccc1-c1ccc(CN2C(C(C)C)C(=O)N(Cc3cn(CCC4OCCO4)nn3)CCS2(=O)=O)cc1 (stereo not drawn) | -5.2 | 71.1*
O=C(Nc1ccncc1)C12CC3CC(CC(C3)C1)C2 | -7.9 | -4.5
CCC(=O)N1N=C(c2ccccc2)CC1c1cccc([N+](=O)[O-])c1 (stereo not drawn) | 0.9 | 1.0
Nc1cccn2nc(C3CC3)nc12 | 2.9 | -10.0

The list itself (from the top)
SMILES | Pf apPOL block | mHTT-CaM PPI inh
O=S(=O)(c1ccc2oc3ccc(S(=O)(=O)N4CCCC4)cc3c2c1)N1CCCC1 | -2.6 | -5.0
Cc1ccccc1-c1ccc(CN2C(C(C)C)C(=O)N(Cc3cn(CCC4OCCO4)nn3)CCS2(=O)=O)cc1 (stereo not drawn) | -5.2 | 71.1*
O=C(Nc1ccncc1)C12CC3CC(CC(C3)C1)C2 | -7.9 | -4.5
CCC(=O)N1N=C(c2ccccc2)CC1c1cccc([N+](=O)[O-])c1 (stereo not drawn) | 0.9 | 1.0
Nc1cccn2nc(C3CC3)nc12 | 2.9 | -10.0
CC(=O)Nc1ccc(-c2noc(C3CCN(C(=O)CNC(=O)c4ccco4)CC3)n2)cc1 | 0.2 | 1.7
O=C(c1cccc(F)c1)N1CCN(c2nnc3ccccn23)CC1 | -0.5 | -2.9
O=C(NCc1ccc(F)cc1)c1ccc(NC(=O)N2CC3CCCN3c3ccccc32)cc1 (stereo not drawn) | -0.8 | 54.1*
O=[N+]([O-])c1ccccc1NN=C1CCCC1 | x | 57.7*
COC(=O)c1cccc(NC(=O)C2CCN(c3nnc4ccccn34)CC2)c1 | -3.4 | 4.2
COc1ccc(NS(=O)(=O)c2ccc(N3C(=O)CCS3(=O)=O)cc2C)cc1Cl | -2.3 | -3.2
CCOC(=O)c1cnc(C(F)(F)F)nc1NNC(=O)c1ccc(C)cc1 | -6.9 | x
CC(=O)NCc1csc(C2CCN(C(=O)COc3cccc(C)c3)CC2)n1 | -5.4 | 6.5
Brc1csc(-c2cc(Br)cs2)c1 | x | -10.2
CN1c2ccccc2-c2nc3ccccc3n2C1c1ccco1 (stereo not drawn) | -6.4 | 3.0
CN(c1cc2c(c3c1ccn3C)C1CCC2O1)C(C)(C)C (stereo not drawn) | -9.0 | 13.0
O=C(O)c1ccc(CS(=O)(=O)Cc2ccccc2Cl)o1 | -4.7 | 1.0
c1ccc(-c2ccc(CSc3nc4ccccc4o3)cc2)cc1 | x | -6.6
CCOc1cccc2sc(NC(=O)c3ccc(S(=O)(=O)N4CCCC4)cc3)nc12 | 1.7 | 1.0
COc1ncc(-c2ccc(N3C(c4ccsc4)=Cc4ccc(F)cc4C3CC(C)=O)cc2)cn1 (stereo not drawn) | -1.5 | -15.8
COc1cccc(Nc2nc(-c3ccccc3)cs2)c1 | 0.6 | 61.8*
CC(=NO)C(=O)Nc1ccccc1 | 1.3 | x
O=C(O)c1cccnc1C(=O)O | -6.1&-29.5 | x
Cc1ccc(NC(=O)C2CCCN(c3nccc4sccc34)C2)cc1F (stereo not drawn) | -6.7 | -5.1
O=c1[nH]c(=O)n(CCC2=CCCCC2)c(O)c1C=NCCc1ccc(F)cc1 | 4.0 | 0.0
SMILES | Pf apPOL block | mHTT-CaM PPI inh
O=C(CNc1cccc(Cl)c1)c1ccc(Cl)cc1 | 0.3 | -1.5
COc1ccc(NC(=O)N2CCn3cccc3C2Cc2ccccc2)c(OC)c1 (stereo not drawn) | -1.2 | 53.6*
CCCCCCCCN1CN2Cc3ccccc3C2CS1(=O)=O (stereo not drawn) | -6.7 | -28.2
COc1ccc(OCC(=O)NCc2ccccn2)cc1 | -9.3&-3.2 | -1.0&-0.2
COc1ccc(-c2c(C)c3cc(O)ccc3oc2=O)cc1 | -16.3 | -2.6
CC1(C)C=Cc2cc(C(N)=NOC(=O)Nc3ccc(Cl)cc3Cl)ccc2O1 | 2.4 | x
Cc1ccc2c(c1)C(=O)NC1(CCN(C(=O)c3cccc(Cl)c3)CC1)N2C | -0.2 | 3.7
COc1ccc(/C=C2\N=C(c3cccc(I)c3)OC2=O)cc1 | -3.5 | -4.0
Cc1cc(C)n2nc(SC(C)C(=O)NCc3ccccc3Cl)nc2n1 (stereo not drawn) | 59.9* | -1.0
CCOCCCNC(=O)C1CC(=O)N(CCc2ccc(OC)c(OC)c2)C1 (stereo not drawn) | -5.9 | -0.2
CCOc1ccc(C(=O)N2CCCC3(C2)NC(=O)N(Cc2ccccc2)C3=O)cc1 (stereo not drawn) | -2.3 | 0.0
CC1CN(C)C(C)C/C1=N\OC(=O)c1ccc(Cl)c(Cl)c1 (stereo not drawn) | 3.8 | i
N/C(=N\OC(=O)COc1ccccc1)c1ccc(Cl)cc1 | -62.9 | i
Cc1oc2c3c(ccc2c(=O)c1-c1ccccc1)OCN(C(C)C)C3 | -0.6 | 4.0
CCn1cc(C(=O)NCCCN2CCC(C)CC2)c2cc(OC)c(OC)cc2c1=O | -8.1 | 1.0
CCOc1ccccc1NC(=O)c1cnc2n(c1=O)CCS2 | -3.6 | 2.0
O=C(c1ccc2c(c1)nc1n2CCCCC1)N1CCC2(CC1)OCCO2 | -6.0 | -7.5
O=C(CS(=O)(=O)c1cn(Cc2ccccc2Cl)c2ccccc12)N1CCc2ccccc21 | 2.6 | 10.0
Oc1oc(-c2ccc(Cl)cc2)nc1C=Nc1ccc(Br)cc1 | 6.0 | -4.0
COc1ccc(C2CC(c3ccc(C)cc3)Nc3nnnn32)cc1OC (stereo not drawn) | -0.5 | 10.9
Cc1nc(-c2cccs2)sc1C(=O)NNS(=O)(=O)c1ccc(Cl)cc1 | -3.4&1.3 | x
CCC1CN(C(=O)Nc2cc(C)ccc2OC)c2ccccc2O1 (stereo not drawn) | 1.1 | -29.1
Cc1cc(C)n(-c2ccc(N3CCSCC3)nn2)n1 | -6.9 | x
Cc1ccc(C(=O)N/C(=C/c2ccc3c(c2)OCO3)C(=O)O)cc1 | -3.6 | 10.0
CCC(=O)NCCc1csc(C2CCN(C(=O)Nc3ccccc3)CC2)n1 | -2.4 | -7.2

Profiles, looked up by structure. Screens in order: Pf apPOL block	mHTT-CaM PPI inh
Results for O=C(c1ccc2c(c1)nc1n2CCCCC1)N1CCC2(CC1)OCCO2 = -6.0	-7.5
Results for CC1CN(C)C(C)C/C1=N\OC(=O)c1ccc(Cl)c(Cl)c1 (stereo not drawn) = 3.8	i
Results for Cc1nc(-c2cccs2)sc1C(=O)NNS(=O)(=O)c1ccc(Cl)cc1 = -3.4&1.3	x
Results for N/C(=N\OC(=O)COc1ccccc1)c1ccc(Cl)cc1 = -62.9	i
Results for Brc1csc(-c2cc(Br)cs2)c1 = x	-10.2

Among those listed so far, these contain a nitro group on carbon:
SMILES | Pf apPOL block | mHTT-CaM PPI inh
CCC(=O)N1N=C(c2ccccc2)CC1c1cccc([N+](=O)[O-])c1 (stereo not drawn) | 0.9 | 1.0
O=[N+]([O-])c1ccccc1NN=C1CCCC1 | x | 57.7*

(listing goes on)
SMILES | Pf apPOL block | mHTT-CaM PPI inh
COCCCn1c(-c2ccccc2)cn2c3c(=O)n(C)c(=O)n(C)c3nc12 | 0.7 | 4.0
CSc1nnc(SCc2csc(-c3ccc(C(F)(F)F)cc3)n2)s1 | -13.4 | x
Cc1ccc(N2C(=O)CC(N3CCN(c4ccccn4)CC3)C2=O)cc1Cl (stereo not drawn) | 7.5 | -0.6
CCN(CC)C(=O)C1CCCN(Cc2ccc([N+](=O)[O-])cc2)C1 (stereo not drawn) | -12.3 | -3.8
C(=Nc1ccc(N=Cc2ccc[nH]2)cc1)c1ccc[nH]1 | -2.9 | 14.0
CCCCOC(=O)Nc1ccc(S(=O)(=O)Nc2cc(C)ccc2C)cc1 | -19.9 | 0.4
C=C(Br)S(=O)(=O)NCc1ccccc1 | -4.8 | -0.8
O=C(NCc1ccco1)C1(S(=O)(=O)c2ccc(Cl)cc2)CC1 | 7.9 | 2.0
C#CCOc1ccc2c(C)cc(=O)oc2c1 | 1.3 | -5.3
Cc1ccc(F)cc1NS(=O)(=O)c1cc2c(s1)CCN(C(=O)C1CC1)C2 | -1.6 | 0.5
O=C(Nc1ccccc1C(=O)Nc1ccccc1Cl)c1ccncc1 | -1.4 | 0.3
CSc1ccc(NC(=O)N2CCC(n3c(-c4ccoc4)nc4cccnc43)C2)cc1 (stereo not drawn) | -1.5 | 2.0
CNC(=O)c1ccnc(N2CCNC(c3ccccc3)C2)c1 (stereo not drawn) | 10.5 | 3.2
COc1ccc(CCNC(=O)c2cnn3c(C)c(Cc4cc(C)ccc4C)c(C)nc23)cc1OC | -6.4 | 53.0*
COCCN1CCC(N2CCCN(S(=O)(=O)c3ccccc3F)CC2)C1=O (stereo not drawn) | 1.1 | 6.2
O=C(NCCc1cccc(Cl)c1)c1ccco1 | -2.2 | -1.0
O=C1CSC(c2ccc(F)cc2)N1Cc1ccccc1 (stereo not drawn) | -0.1 | -5.0
CCCc1[nH]n(-c2ccc(F)cc2)c(=O)c1C=Nc1ccccc1 | -3.1 | 3.0
CN1CCN(c2ncncc2N2CCC(C(=O)NCc3ccccc3Cl)CC2)CC1 | -4.5 | 14.9
O=CN1CCN(Cc2cccc(Cl)c2)CC1 | -5.3 | -1.5
Cc1ccc2c(c1)N(C(=O)Nc1ccc(Cl)cc1)CC(C)O2 (stereo not drawn) | -4.9 | -4.7
COc1ccccc1Oc1coc2cc(OC(=O)C3CC3)ccc2c1=O | -10.3 | 7.6
Cc1cc2nc(-c3cc(NC(=O)c4ccc(C)c([N+](=O)[O-])c4)ccc3O)oc2cc1C | -2.1 | -2.6
CCN1CCN(Cc2c(O)ccc3c2OC(=Cc2cc(Cl)cc4c2OCOC4)C3=O)CC1 | 8.4 | 54.9*
CCOC(=O)c1ccccc1C(=O)c1ccc(N(C)C)cc1 | 0.1 | x
SMILES | Pf apPOL block | mHTT-CaM PPI inh
O=C(Nc1ccc(Br)cc1)N1CCN(c2cccc3[nH]ccc23)CC1 | -5.2 | x
CN(CCc1ccccn1)Cc1ccccc1Br | 1.3 | -0.9
CC(C)(C)c1ccc(S(=O)(=O)N2CCC3(CC2)NCCN=C3NC2CCCCC2)cc1 | -1.6 | 12.7
COc1ccc(NC(=O)C2CCCN(C(=O)c3cccc(C)c3)C2)cc1OC (stereo not drawn) | -9.6 | 30.1
CN(C)CCn1c(NC(=O)c2ccc(Cl)cc2)nc2ccccc21 | -7.0 | 44.8
CCOc1ccccc1C(=O)N1CCCC1COc1ccc(C(=O)N2CCCC2)cc1 (stereo not drawn) | 6.3 | 23.9
Brc1cccc(C2CC(c3ccccc3)Nc3ncnn32)c1 (stereo not drawn) | -2.5 | 24.0
CN(C)c1ccc(C2C=C(c3ccc(F)cc3)Nc3ncnn32)cc1 (stereo not drawn) | 1.3 | 50.0
O=C(NCc1ccc(F)c(Cl)c1)c1nc(-c2cn(-c3ccccc3)nn2)no1 | -3.4 | -4.7
COc1cc(OC)cc(C(=O)Nc2cccc(C)c2C)c1 | -3.0 | -8.7
COc1ccc(-c2cc(C(=O)N3CCCC3c3cc(C)on3)no2)cc1 (stereo not drawn) | -0.7 | 1.5
COc1ccc(C(CNC(=O)c2ccccc2C)N2CCN(C)CC2)cc1 (stereo not drawn) | -3.5 | -6.0
COc1ccc(CCNC(=O)c2ccc3[nH]c4c(c3c2)CN(C(C)=O)CC4)cc1OC | -7.6 | 46.4
CCOC(=O)N1CCN(C(=O)c2nn(-c3ccccc3C)c(=O)cc2OC)CC1 | 3.4 | -7.8
COc1ccc([N+](=O)[O-])cc1NC(=O)c1ccc(Br)s1 | 2.4 | 26.2
CC(=O)NN(C)c1ccc(C(F)(F)F)cc1NC(=S)Nc1cc(Cl)ccc1Cl | -0.6 | x
CCN(CC)CCNC(=O)CN1C(=O)/C(=C/c2cccc(Cl)c2)Sc2ccccc21 | 0.2 | 11.0
O=C(Nc1ccccc1O)c1ccccc1O | -10.6 | 0.1
Cc1ccc(OCC(=O)Nc2nc(C)cc(C)n2)cc1 | -4.5 | 0.3
Cc1cccc(-c2noc(-c3ccco3)n2)c1 | 0.8 | -37.9
CCOC(=O)Cn1cnc2c(-c3cccc(C)c3)csc2c1=O | -0.2 | -13.0
O=C(CN(Cc1ccccc1Cl)S(=O)(=O)c1ccc(Cl)cc1)NCc1ccccn1 | 0.2 | -0.4
CCOC(=O)c1cc(-c2ccc(Cl)s2)nn1C(C)=O | -12.4 | x
CC1=C(C(=O)Nc2cccc(C(F)(F)F)c2)C2(CCCCCC2)OC1=O | -2.1 | 98.3*
COc1cccc2c(=O)[nH]c(C(Cl)(Cl)Cl)nc12 | -12.7 | 3.9
SMILES | Pf apPOL block | mHTT-CaM PPI inh
O=C1c2ccccc2NC(c2cccc(O)c2)N1Cc1ccco1 (stereo not drawn) | -2.0 | 19.0
Cc1cc2c(c(=S)[nH]1)C(=O)OC2 | x | -0.3
CCOC(=O)C1CCCN(C(=O)c2cnn(-c3cccc(C)c3)c2C(F)(F)F)C1 (stereo not drawn) | -0.3 | 8.8
Cn1nc(-c2nc(-c3ccccc3F)no2)c2c1CCN(C(=O)c1ccc(F)cc1F)C2 | -0.5 | -2.5
O=C(CC1CCN(S(=O)(=O)c2cccs2)CC1)NCCN1CCCCCC1 | -0.5 | 16.8
COc1ccc(CCNC(=O)CCN2C(=O)c3cccc4cccc(c34)C2=O)cc1OC | 0.3 | -8.2
Cc1onc(-c2ccccc2Cl)c1C(=O)Nc1nn[nH]n1 | -8.4&-0.6 | 4.0&-2.1
Cc1cc(OC(=O)CCC2CCCC2)c([N+](=O)[O-])c(=O)[nH]1 | -3.6 | -2.9
COc1cc(OC)cc(C(=O)N2CCCN(C3CCN(Cc4ccccc4)C3=O)CC2)c1 (stereo not drawn) | 4.3 | 24.7
COc1ccc(CCN=Cc2ccc3c(c2)OCO3)cc1OC | 1.8 | x
CCCc1cc2c(=O)c(-c3ccc4c(c3)OCCO4)coc2cc1OC(=O)c1ccco1 | 0.8 | 5.7

Screening data (PubChem BioAssay)

The order is random; 3.7% or so of the library scored in one or more.
